Source: PubChem
BioA inh – inhibitors of Mycobacterium tuberculosis BioA enzyme; purified M. tuberculosis BioA enzyme, plate reader; inhibition, % at 9.99 µM; hit rate 0.096% among 360,000; in the data active means inhibition above about 40%; inconclusive means no clear call, values can overlap the other calls
Rv3671c inh – Rv3671c (M. tuberculosis) protease inhibition; P9WHR9; hit rate 0.048% among 320,000; AID 2606; inhibition, % at 5.96 µM; in the data active means inhibition above about 38%;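 further: extracellular domain of Rv3671c used as enzyme; 0% = enzyme with DMSO and 100% = no enzyme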
Target sequence (P9WHR9 whole entry, looked up, the tested form may be a part): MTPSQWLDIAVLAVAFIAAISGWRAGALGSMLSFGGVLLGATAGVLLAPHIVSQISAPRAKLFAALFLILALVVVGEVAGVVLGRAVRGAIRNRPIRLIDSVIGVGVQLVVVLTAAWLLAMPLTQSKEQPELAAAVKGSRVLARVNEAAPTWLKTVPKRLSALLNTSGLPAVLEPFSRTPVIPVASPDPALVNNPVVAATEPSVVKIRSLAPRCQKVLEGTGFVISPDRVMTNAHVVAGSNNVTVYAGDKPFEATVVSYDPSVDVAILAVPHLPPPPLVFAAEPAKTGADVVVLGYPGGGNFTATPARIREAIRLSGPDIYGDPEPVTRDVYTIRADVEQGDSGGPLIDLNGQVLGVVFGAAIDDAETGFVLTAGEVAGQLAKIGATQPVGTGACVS
Mtb UGM inh – inhibitors of M. tuberculosis UDP-galactopyranose mutase; P9WIQ1; purified UGM, fluorescence polarization probe displacement; inhibition, % at 10 µM; hit rate 0.06% among 320,000; in the data active means inhibition above about 10%, passing the limit was not always enough; inconclusive means no clear call, values can overlap the other calls
Target sequence (P9WIQ1 whole entry, looked up): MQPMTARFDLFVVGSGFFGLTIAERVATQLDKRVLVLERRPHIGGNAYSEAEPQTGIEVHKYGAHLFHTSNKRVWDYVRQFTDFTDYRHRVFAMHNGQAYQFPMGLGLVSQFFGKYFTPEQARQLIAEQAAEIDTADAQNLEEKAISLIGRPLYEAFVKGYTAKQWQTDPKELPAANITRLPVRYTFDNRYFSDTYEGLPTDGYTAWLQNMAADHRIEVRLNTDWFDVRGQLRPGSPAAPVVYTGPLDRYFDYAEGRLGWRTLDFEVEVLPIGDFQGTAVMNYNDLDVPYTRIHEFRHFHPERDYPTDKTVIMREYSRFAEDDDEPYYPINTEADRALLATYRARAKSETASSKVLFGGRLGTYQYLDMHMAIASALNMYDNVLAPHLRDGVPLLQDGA
FadD28 FP inh – inhibitors of Mycobacterium tuberculosis FadD28 bisubstrate binding; AID 588549; inhibition, % at 12.5 µM; hit rate 0.22% among 360,000; FadD28 bisubstrate probe binding, fluorescence polarization; in the data active means inhibition above about 8.5%, passing the limit was not always enough; inconclusive means no clear call, values can overlap the other calls
BoNT F protease – blocks Botulinum neurotoxin F light chain protease; Multiplex microsphere protease cleavage assay, flow cytometry; inhibition, % at 10 µM; hit rate 0.22% among 360,000; AID 588497; in the data active means inhibition above about 35%, passing the limit was not always enough; inconclusive means no clear call, values can overlap the other calls; further: plate controls were buffer without enzyme for full effect and enzyme alone for no effect
FBA Mtb inh – inhibits M. tuberculosis FBA enzyme | P9WQA3 | purified M. tuberculosis FBA, fluorescence read-out | inhibition, % at 1 µM | hit rate 2.3% among 360,000; in the data active means inhibition above about 27%;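 further: 0% = vehicle and 100% = reference inhibitor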
GDH-TPI inh – GDH-TPI coupled enzyme inhibition counter-screen; GDH-TPI coupled enzyme counterscreen, NADH absorbance; inhibition, % at 4.8 µM; hit rate 1.2% among 360,000; AID 588335; in the data active means inhibition above about 30%;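 further: 0% = DMSO wells and 100% = wells lacking the enzyme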
PrPC TRFRET – inhibitors of human cell surface prion protein PrPC | P04156 | TR-FRET read-out | inhibition, % at 13.8 µM | hit rate 0.43% among 370,000 | AID 720596; in the data active means inhibition above about 24%; further: 0% = median of the test wells and 100% = reference compound wells
MazF activator – increases E. coli MazEF RNase cleavage of RNA | P0AE70 | FAM/BHQ RNA-DNA oligo cleavage fluorescence, 5 h | activation, % at 20 µM | hit rate 0.32% among 350,000; in the data active means activation above about 50%
Target sequence (P0AE70 whole entry, looked up): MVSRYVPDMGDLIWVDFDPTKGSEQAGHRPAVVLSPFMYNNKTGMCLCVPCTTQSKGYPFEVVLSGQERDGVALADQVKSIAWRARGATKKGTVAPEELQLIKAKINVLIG
* marks the source's active call; other numbers are inactive results; u = inconclusive; x = not tested or not shown.

SMILES | BioA inh | Rv3671c inh | Mtb UGM inh | FadD28 FP inh | BoNT F protease | FBA Mtb inh | GDH-TPI inh | PrPC TRFRET | MazF activator
CC(C)CCNC(=O)CC1Nc2c3ccccc3nc(=S)n2C1=O (stereo not given) | x | -2 | 0.6 | 0.1 | 3 | 1 | 3 | -1 | 1
CCCCSc1nc(NCc2ccco2)c2c3c(sc2n1)COC(C)(C)C3 | -0.2 | -10 | 2.9 | -1.7 | -3 | 13 | 7 | 6 | -7
Cc1cc(C)cc(NC(=O)c2ccc(N3C(=O)C4CCCCC4C3=O)cc2)c1 (stereo not given) | -2.2 | -4 | 2.1 | 2.1 | 6 | 0 | -5 | 1 | 1
CC(C)N1CCN(C(=O)c2ccc(NC(=O)c3ccc(Br)o3)cc2)CC1 | -1.1 | 0 | -2.5 | -3.7 | 10 | 0 | -12 | -4 | -1
CCCCN(C)CCOc1ccccc1OCC | 0.7 | -11 | -3.1 | -3.5 | 12 | -1 | -5 | -2 | -2
Cn1c(=O)c2c(nc(CN3CCc4ccccc4C3)n2Cc2ccc(Cl)cc2)n(C)c1=O | -0.3 | -2 | -2.6 | -1.3 | -7 | 1 | 9 | 0 | 2
Cc1ccc(S(=O)(=O)N2[C@@H](c3ccc(Cl)cc3)C(C(=O)O)=CC[C@H]2c2ccc3c(c2)OCO3)cc1 | 1.3 | -5 | 1.2 | -7.5 | 7 | 1 | -2 | 7 | -3
CC1CCN(S(=O)(=O)c2ccc(C(=O)N3CCCC3C(=O)O)cc2)CC1 (stereo not given) | -0.6 | 5 | 2.6 | -1.1 | -13 | 3 | 5 | 2 | -8
CCc1ccc(NC(=O)CSc2nnc(CNC(=O)c3ccc(OC)cc3)o2)cc1 | -0.6 | -3 | -2.5 | -5.1 | 0 | 1 | -3 | 3 | -3
COC(=O)c1nn(-c2ccc(-c3ccccc3)cc2)cc1O | -0.4 | -2 | 1.5 | -2.6 | -5 | 15 | 6 | 4 | -2
O=c1sc2ccccc2n1COc1ccc(Cl)cc1 | -1.5 | -3 | -0.1 | -0.3 | 5 | 2 | 7 | -1 | 9
CCCCCCCC(=O)Nc1ccc(S(=O)(=O)Nc2nccs2)cc1 | x | -9 | 2.2 | -0.6 | 1 | -2 | 8 | 0 | 1
CCCCN(C(=O)CSCc1c(C)noc1C)c1c(N)n(CCCC)c(=O)[nH]c1=O | 0.8 | -4 | 1.2 | -2.9 | -13 | -3 | 4 | 4 | 2
CCn1cc(C2=NOC(C(=O)Nc3cc(C)nn3-c3ccccc3)C2)c(C)n1 (stereo not given) | 0.7 | -5 | 0.4 | -2.0 | -3 | 0 | -4 | -2 | -1
CC(=O)c1cc(F)c(N2CCN(C(=O)C(C)(C)C)CC2)cc1C | 2.8 | 1 | -1.1 | -0.8 | 4 | 1 | 5 | 12 | -8
Cc1c(C)n(-c2ccc(Cl)cc2)c2ncnc(N)c12 | 1.1 | 10 | 0.6 | 1.0 | 3 | 2 | -2 | 5 | -8
Cc1ccc2cccc(OCC(=O)Nc3ccc(N4CCOCC4)cc3)c2n1 | x | 2 | -1.6 | -0.5 | 7 | 2 | 6 | -11 | -9
CSc1ccccc1OCc1cc(C(=O)N(C)Cc2ccncn2)no1 | 1.0 | 1 | -0.4 | -0.4 | -2 | -1 | 4 | -5 | 2
CN(C)c1nnnn1-c1ccccc1Oc1ncc(C(F)(F)F)cc1Cl | x | 6 | -3.4 | -1.0 | -6 | 2 | -4 | 7 | -9
COc1ccc(C2c3[nH]c4ccccc4c3C[C@H]3C(=O)N(CCCO)CC(=O)N23)c(OC)c1 (stereo not given in full) | 0.3 | 8 | 2.1 | 0.4 | 8 | 3 | -9 | -8 | -1
CN(C)[C@H]1CCN([C@H]2CS(=O)(=O)N[C@@H]2COCc2ccccc2)C1 | 4.5 | x | x | -0.7 | -10 | 2 | x | -6 | x
CCO[C@H]1OC(C(=O)O)=C[C@@H](c2coc3ccccc3c2=O)[C@@H]1CCCO | -0.2 | 10 | -2.2 | -2.8 | 1 | 0 | 0 | 3 | 2
COC(=O)[C@H](CCSC)NC(=O)Nc1cc(C)ccc1C | -2.3 | -3 | -0.6 | 0.2 | -1 | 0 | 13 | 4 | 1
COC(=O)Cc1c(O)ccn(C2CC2)c1=O | x | -6 | -2.3 | -5.5 | -2 | -3 | 3 | 7 | 1
Cn1c(=O)c2c(nc(CN3CCN(C(c4ccccc4)c4ccccc4)CC3)n2CC(N)=O)n(C)c1=O | -2.2 | 1 | 0.2 | 2.2 | 1 | 3 | 8 | -4 | -4

The final six entries of the part above are carried over, then new ones follow.
SMILES | BioA inh | Rv3671c inh | Mtb UGM inh | FadD28 FP inh | BoNT F protease | FBA Mtb inh | GDH-TPI inh | PrPC TRFRET | MazF activator
COc1ccc(C2c3[nH]c4ccccc4c3C[C@H]3C(=O)N(CCCO)CC(=O)N23)c(OC)c1 (stereo not given in full) | 0.3 | 8 | 2.1 | 0.4 | 8 | 3 | -9 | -8 | -1
CN(C)[C@H]1CCN([C@H]2CS(=O)(=O)N[C@@H]2COCc2ccccc2)C1 | 4.5 | x | x | -0.7 | -10 | 2 | x | -6 | x
CCO[C@H]1OC(C(=O)O)=C[C@@H](c2coc3ccccc3c2=O)[C@@H]1CCCO | -0.2 | 10 | -2.2 | -2.8 | 1 | 0 | 0 | 3 | 2
COC(=O)[C@H](CCSC)NC(=O)Nc1cc(C)ccc1C | -2.3 | -3 | -0.6 | 0.2 | -1 | 0 | 13 | 4 | 1
COC(=O)Cc1c(O)ccn(C2CC2)c1=O | x | -6 | -2.3 | -5.5 | -2 | -3 | 3 | 7 | 1
Cn1c(=O)c2c(nc(CN3CCN(C(c4ccccc4)c4ccccc4)CC3)n2CC(N)=O)n(C)c1=O | -2.2 | 1 | 0.2 | 2.2 | 1 | 3 | 8 | -4 | -4
CCCCNC(=O)CSc1nc(COc2ccccc2)nc2ccccc12 | x | -4 | -1.5 | -1.5 | -9 | 1 | -2 | 17 | -2
CCOC(=O)N1CCN(C(=O)CSCc2nc(-c3ccccc3C)oc2C)CC1 | -0.7 | -1 | 1.1 | 1.4 | -3 | -1 | -1 | 9 | -2
CONc1nc2nonc2nc1NOC | x | -7 | 1.2 | 0.3 | -2 | 3 | 1 | -4 | 0
CCN(CC)S(=O)(=O)c1cccc(-c2nnc(SC(C)C#N)n2Cc2ccccc2)c1 (stereo not given) | 6.8 | 1 | 1.2 | -2.2 | -12 | -1 | -3 | 3 | -3
COc1ccccc1-n1cc(-c2ccccc2)[nH]c1=S | x | -5 | -2.1 | -4.0 | u | 2 | 2 | -3 | 12
COc1ccc(NC(=O)CSc2nnc(C3CCCCC3)o2)c(OC)c1 | -1.0 | -5 | -2.0 | 0.7 | -19 | -7 | 3 | 7 | 0
O=c1[nH]c(/C(=N\O)c2ccccc2)no1 | -2.3 | 2 | -2.5 | -34 | 0 | 1 | 3 | -25 | -2
COc1ccc(NC(=O)C2CCCN(S(C)(=O)=O)C2)cc1OC (stereo not given) | 0.5 | -8 | -2.5 | -1.8 | u | -5 | 12 | 9 | 6
CCC1CCCCN1C1Sc2ccc(C(=O)OC)cc2NC1=O (stereo not given) | x | 4 | -3.9 | -1.4 | -3 | 7 | -6 | -2 | -1
CSc1oc(-c2ccco2)nc1S(=O)(=O)c1ccc(F)cc1 | 0.5 | 5 | -0.1 | -1.8 | 3 | 1 | 3 | -7 | 12
COC(=O)C(Nc1nccs1)(OC)C(F)(F)F (stereo not given) | -2.0 | -5 | 1.8 | 1.4 | 4 | 1 | 14 | 9 | -37
COc1ccc(-c2cc(C(=O)Nc3ccc(O)cc3)c3ccccc3n2)cc1OC | -1.3 | -16 | 0.4 | -1.0 | -4 | 5 | 26 | -10 | 4
COC(=O)CC1(CC(=O)OC)C(=O)N(c2ccccc2)C(=O)N(c2ccccc2)C1=O | -0.4 | -4 | 0.3 | 2.1 | -5 | 1 | 5 | 2 | 7
CCOC(=O)[C@H]1[C@H]2COc3ccc(OC)cc3[C@@H]2N2C(=O)CN(CCc3c[nH]c4ccccc34)C(=O)[C@@]12C | -7.5 | 1 | 1.3 | -3.3 | 2 | -2 | -4 | 0 | 12
Cc1nn(Cc2ccccc2Cl)c(C)c1C(=O)OCC(=O)NC1CCCC(C)C1C (stereo not given) | x | 6 | -1.7 | -1.3 | -6 | -1 | 1 | 4 | -12
CCN1CCN(c2ncnc3ccc(Br)cc23)CC1 | 1.0 | 7 | -2.3 | -0.1 | 11 | -6 | 10 | -2 | -3
CCOc1ccc(NC(=O)Nc2ccccc2C(N)=O)cc1 | 0.7 | 4 | 0.9 | -0.6 | -1 | 3 | 6 | 2 | 2
CCOC(=O)C1CCCN(CCC(=O)Nc2cccc(Cl)c2C)C1 (stereo not given) | -1.3 | 4 | 0.2 | -2.5 | -2 | 0 | 0 | 2 | -14
CC(=O)Cc1nsc(NC(=O)c2cc(-c3ccccc3Cl)oc2C)n1 | 0.1 | -14 | -1.9 | -2.2 | 1 | 8 | 15 | -3 | 4
COc1cccc(NC(=O)CN(C)C(=O)CSC(=S)N2CCCC2)c1 | 1.6 | -7 | -1.7 | 0.2 | -32 | 3 | 3 | 9 | 1
CCSc1nnc(NC(=O)CN2C(=O)N(C)C3(CCCCC3)C2=O)s1 | -1.0 | x | x | 0.0 | 1 | -1 | 4 | 0 | 6
COc1ccc(N2CCN(C(=S)Nc3ccc(C)cc3)CC2)cc1 | x | 1 | -1.7 | -3.3 | -8 | -4 | -5 | 7 | 14
COc1ccc(OCC(O)CN(C)C(=O)/C=C/c2cccc([N+](=O)[O-])c2)cc1 (stereo not given) | x | -2 | -1.7 | -3.1 | 1 | 0 | 6 | -21 | -5
Cc1[nH]c2ccccc2c1C(=O)COC(=O)C1CC(=O)N(Cc2ccccc2)C1 (stereo not given) | 0.6 | 0 | -2.3 | -1.0 | -8 | -1 | 10 | 3 | 1
O=C(Cn1cccn1)N1CCCC(Nc2ccc(F)c(F)c2)C1 (stereo not given) | 2.7 | -5 | -1.6 | -0.5 | 3 | 1 | 3 | 2 | 3

Following part
SMILES | BioA inh | Rv3671c inh | Mtb UGM inh | FadD28 FP inh | BoNT F protease | FBA Mtb inh | GDH-TPI inh | PrPC TRFRET | MazF activator
CCOCCCn1c(=S)[nH]c2cc(C(=O)NCCc3ccccc3)ccc2c1=O | -1.1 | 2 | 1.8 | -0.6 | -1 | -1 | 18 | -1 | 4
CCOC(=O)C1CCCN(C(=O)c2ccc3oc(Cc4ccccc4)nc3c2)C1 (stereo not given) | -0.1 | -2 | -3.7 | -0.4 | 0 | 4 | 1 | -4 | 4
O=Cc1ccccc1OCc1ccc2c(c1)OCO2 | 2.3 | -2 | 1.5 | -1.0 | 7 | 1 | 6 | -1 | -1
CC1=C(C(=O)N(C(C)C)C(C)C)CC(CC(=O)NC2CC2)C(=O)N1CCCN1CCCC1=O (stereo not given) | -1.2 | x | x | 0.8 | 0 | 1 | x | 8 | x
FC(F)(F)c1ccc(C2[C@H]3CN(Cc4ccc(-c5ccccc5)cc4)[C@H](c4ccccc4)C34CC2(c2ccccc2)C4)cc1 (stereo not given in full) | x | 2 | 1.7 | x | x | x | x | 3 | -43
COCCn1c(=S)[nH]c2cc(C(=O)N3CCN(C4CCCCC4)CC3)ccc2c1=O | -1.0 | x | x | -3.0 | 1 | -1 | -1 | -6 | 6
CCOc1ccc(Cl)cc1-c1cc(C(=O)NCc2ccccc2)[nH]n1 | 0.9 | x | x | -0.2 | 8 | -1 | -8 | -4 | x
O=S(=O)(c1ccccc1)c1cnn2c(C(F)(F)F)cc(-c3ccccc3)nc12 | -1.6 | -12 | 0.8 | -0.7 | 3 | 4 | 0 | -3 | 3
CCCCN1C(=O)C(CC(=O)NCc2cccs2)CC(C(=O)N(C)C)=C1C (stereo not given) | x | x | x | -1.3 | -7 | 0 | 6 | -4 | -15
CC(NC(=O)CCNC(=O)c1ccccc1Cl)C1CC2CCC1C2 (stereo not given) | -0.8 | 3 | -0.6 | -1.0 | 2 | -1 | 7 | -5 | -3
COc1ccc(C2=C(c3ccc([N+](=O)[O-])cc3)C(=O)OC2)cc1 | x | 10 | -3.3 | -1.1 | 5 | -1 | 0 | -2 | -5
CCNC(=S)Nc1ccc(Cl)c([N+](=O)[O-])c1 | 1.2 | -17 | 1.9 | -5.1 | 2 | -2 | 12 | 2 | 13
